Assay outcomes as filed in PubChem BioAssay.
B2AR arrestin = agonists driving beta-arrestin recruitment to human beta2-adrenergic receptor | beta-arrestin recruitment to beta2AR, cell-based reporter | Potency, µM (titrated, usually from 46.1 µM), for inactives: top-dose activation, actives largely listed as activators | 330,000 compounds, 0.02% hits | AID 492947;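 further: potency means the concentration at half of the fitted maximal effect; 0% = DMSO controls and full agonism = EC100 isoproterenol or metaproterenol; nearly all actives have a fitted effect of over 65% in size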
Target sequence (P07550 whole entry, looked up): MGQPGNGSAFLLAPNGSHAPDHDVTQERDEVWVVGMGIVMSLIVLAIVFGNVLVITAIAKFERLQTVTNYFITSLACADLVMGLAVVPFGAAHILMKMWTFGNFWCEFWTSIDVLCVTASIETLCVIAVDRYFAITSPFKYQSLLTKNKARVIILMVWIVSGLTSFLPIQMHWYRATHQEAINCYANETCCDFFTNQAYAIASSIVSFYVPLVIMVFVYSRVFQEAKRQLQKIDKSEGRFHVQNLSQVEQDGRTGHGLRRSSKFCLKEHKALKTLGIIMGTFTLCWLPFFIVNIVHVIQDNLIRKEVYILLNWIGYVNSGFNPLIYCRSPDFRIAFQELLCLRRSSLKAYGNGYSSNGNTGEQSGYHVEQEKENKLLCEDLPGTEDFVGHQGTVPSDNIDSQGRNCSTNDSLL
Integrin act MD = activators of alpha7 integrin expression for muscular dystrophy; alpha7betagal myoblasts, beta-gal FDG fluorescence, 48 h; AID 624291; Potency, µM (doses to about 38.3 µM), for inactives: at the highest dose activation, most hits filed as activators; 350,000 compounds, 0.064% hits;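 further: potency means the concentration at half of the fitted maximal effect; 100% = response of the positive control SU9516; nearly all actives have a fitted effect of over 60% in size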
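alpha7betagal+/- myoblasts (passage 13, 250/well) treated 48 h at 37C with compounds at 1:260 dilution of DMSO stock. Lysed, then beta-galactosidase activity read as FDG fluorescence (ex 480/em 540) after 30 min, with pre-read for autofluorescence.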
TCR activator = activates T cell receptor signaling | primary human leukocytes, anti-CD3, IL-2 HTRF, 48 h | Potency, µM (doses to about 9.22 µM), without a hit: at the highest dose activation of IL-2 secretion, most hits filed as activators | 330,000 tested, under 10 active; further: % of control where 0% means no effect
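Compounds are tested in HTS on primary human leukocytes co-incubated with a-CD3 beads for 48 hr. IL-2 output is measured by time-resolved FRET.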
A-T KAP1 phos = candidate therapy for ataxia-telangiectasia. […] A-T fibroblasts, KAP-1 phosphorylation AlphaLISA; neocarzinostatin DNA damage 30 min before lysis. Potency, µM (doses to about 57.5 µM), for inactives: top-dose activation, usual class: activators. 320,000 compounds, 0.19% hits; further: potency means the concentration at half of the fitted maximal effect; % of control where 0% means no effect; nearly all actives have a fitted effect of over 45% in size
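ATM-like activity read as KAP-1 phosphorylation via AlphaLISA donor/acceptor antibody pairs after lysis and 6 hr at 25C. Cells were ATM-null patient fibroblasts ([…], hTERT), dosed 60 min, then exposed to the DSB inducer NCS for 30 min.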
TRPV1 ag = activates the human vanilloid receptor TRPV1; TRPV1-expressing cells, Fluo-8 calcium influx, agonist mode; 320,000 compounds, 0.19% hits; AID 540275; activation, % at 8.33 µM; in the data active means activation above about 80%; inconclusive means between about 30% and that limit; further: 0% is about no effect
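TRPV1-expressing cells were cultured overnight at 35.5C and loaded with Fluo-8 calcium dye for 40 to 90 min at room temperature. After a 10 s baseline, compound was added and calcium influx was read kinetically for 3 min (ex 480/em 520 nm).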
PTAP TSG101 blk = blocks PTAP/TSG101 interaction to inhibit HIV-1 budding | AID 493005 | 340,000 tested, under 10 active | Q99816 | Potency, µM (doses to about 115 µM), for inactives: at the top dose activity change, negative = inhibition, most hits filed as inhibitors | Fluorescence polarization, FITC-PTAP peptide / Tsg101 binding; active means well fitted inhibition curve with a large enough effect in the main read-out, with a control signal flat, not every such curve was filed as active; inconclusive means small, poorly fitted or top-dose-only effect, or effect the other way, or a change in a side signal; inactive means no such curve, though single readings can be large or run the other way; further: potency means the concentration at half of the fitted maximal effect; % of control where 0% means no effect
Target sequence (Q99816 whole entry, looked up): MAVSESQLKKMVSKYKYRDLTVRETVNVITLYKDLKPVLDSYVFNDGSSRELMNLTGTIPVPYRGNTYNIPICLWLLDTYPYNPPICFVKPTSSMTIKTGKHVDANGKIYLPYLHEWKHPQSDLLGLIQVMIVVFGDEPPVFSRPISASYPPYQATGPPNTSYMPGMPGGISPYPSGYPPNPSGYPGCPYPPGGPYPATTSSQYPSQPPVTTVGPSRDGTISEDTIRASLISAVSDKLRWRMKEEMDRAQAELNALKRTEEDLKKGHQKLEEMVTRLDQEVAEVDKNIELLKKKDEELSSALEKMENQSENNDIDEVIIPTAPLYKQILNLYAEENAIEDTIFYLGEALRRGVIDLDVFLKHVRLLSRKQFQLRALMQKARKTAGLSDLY
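Fluorescence polarization binding of Tsg101 binding domain (10 uM final) to FITC-labeled PTAP peptide (50 nM final) in HEPES pH 7.5 buffer with NaCl, Tween 20, EDTA, TCEP. Compounds added before peptide; binding 20 min at RT.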
p53 reactivation = mutant p53 re-activation in reporter cells; H1299 p53-A138V BP100-luciferase reporter, luminescence, 24 h; Potency, µM (top dose mostly 92.2 µM), inactives show at the top dose activity change, positive = activation, usual class: activators; 320,000 compounds, 0.063% hits; further: potency means the concentration at half of the fitted maximal effect; % of control where 0% means no effect; nearly all actives have a fitted effect of over 45% in size
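p53-null H1299 cells stably carrying temperature-sensitive p53-A138V and a BP100-luciferase reporter were pinned with compounds (4-point, 1:5 series) and held 24 hrs at 37 deg C. Luminescence was read 10 min after detection reagent.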
BRCA1 expr act = BRCA1 expression activation; MCF7-BRCA1-FFLuc reporter, luminescence, 48 h; response scale: scaled: vehicle 0%, 10 µM genistein 100%; Potency, µM (top dose mostly 46.1 µM), without a hit: top-dose activation, actives largely listed as activators; 380,000 compounds, 1.1% hits; further: potency means the concentration at half of the fitted maximal effect; nearly all actives have a fitted effect of over 80% in size; some results filed as inactive show a strong effect at the top dose
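MCF7-BRCA1-FFLuc cells, 2000/well in phenol-red-free MEM, attached 2 h then treated 48 h at 37 C. Luciferase luminescence read 15 min after reagent; normalized to genistein maximum activation (10microM) and DMSO, concentration-response fitted.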
ELG1 DNA repair = inhibitors of ELG1-dependent DNA repair in HEK293T cells; Potency, µM (titrated, usually from 46.1 µM), without a hit: at the top dose activity change, negative = inhibition, most hits filed as inhibitors; AID 504467; 330,000 compounds, 2.3% hits; HEK293T ELG1-luciferase reporter, luminescence, 16 h; DNA damage induced by 5-fluorouridine; further: potency means the concentration at half of the fitted maximal effect; on the % scale 0 is the no-effect control and ±100 the full control effect; nearly all actives have a fitted effect of over 55% in size
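Step one: seed 2,000 cells per well. Step two: pin-transfer compound or DMSO alongside 5-fluorouridine. Step three: incubate 16 hr, 37 °C, 5% CO2. Step four: add ONE-Glo, wait 30 min, read luminescence.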
MLL CXXC-DNA inh = MLL CXXC-DNA interaction inhibition. MLL-CXXC / FITC-HOXA9 DNA fluorescence polarization. Potency, µM (series often up to 115 µM), inactives show at the highest dose activity change, negative = inhibition, most hits filed as inhibitors. 290,000 compounds, 0.037% hits. AID 2662; active means well fitted inhibition curve with a large enough effect in the polarisation, with a control signal flat, not every such curve was filed as active; inconclusive means small, poorly fitted or top-dose-only effect, or effect the other way, or a change in a side signal; inactive means no such curve, though single readings can be large or run the other way; the % refers to the polarisation; further: potency means the concentration at half of the fitted maximal effect
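Fluorescence polarization: 7 uM MLL-CXXC (stock) preincubated 5 min with compounds, then 50 nM fluorescein-HOX-A9 DNA (stock) added; 30 min ambient. Buffer 50 mM Tris-HCl pH 7.5, 50 mM NaCl, 1 mM DTT, 0.05% BSA.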
* marks the source's active call; other numbers are inactive results; ? = inconclusive; . = no result given; [ ] = dose if it differs, or a comment. Unless noted, the call rests on the fitted dose curve; in most records, active means well fitted curve in the direction sought with a large enough effect; inconclusive means small, poorly fitted or top-dose-only effect, or another doubt; inactive means no such curve, though single readings can be large; an effect the other way counts as inactive or inconclusive.

SMILES | B2AR arrestin | Integrin act MD | TCR activator | A-T KAP1 phos | TRPV1 ag | PTAP TSG101 blk | p53 reactivation | BRCA1 expr act | ELG1 DNA repair | MLL CXXC-DNA inh
Cc1ccc(S(=O)(=O)N2CCC[C@H]2C(=O)OCc2cc(=O)oc3cc(C)ccc23)cc1 | 0.1% | -13% | 4%[46.1 µM] | 6% | . | -1% | -2% | -32% | 9% | .
CC(NC(=O)Nc1ccc(F)cc1F)c1ccncc1 (stereo not given) | 0.0% | -29% | -3% | -10% | 2 | -4% | 2% | -2%[1.84 µM] | 0% | ?
COc1cc(/C=N/NC(=O)CCn2nnc3ccccc32)ccc1O | -0.4% | 16% | -6%[46.1 µM] | 4% | -4 | 2% | -15% | 31% | 21% | 1%
COc1ccc(C(=O)Nc2cc3c4c(c2)CC(=O)N4CCC3)cc1 | 0.5% | 1% | -19% | 11% | 1 | -2% | 2% | -8% | ? | .
CCOC(=O)C/C(N)=N/N(C)c1ncc(C(F)(F)F)cc1Cl | 0.1% | -3% | -1% | 0% | -2 | 1% | -3% | -35% | 7% | 9%
C/C(N)=C(/C#N)C(=O)COC(=O)CCC1CCCC1 | 0.8% | -9% | 0% | . | -12 | -4% | 1% | -16% | 22% | 10%
Cc1cccc(NC(=O)[C@@H](CC(C)C)NC(=O)[C@@H]2Cc3ccccc3CN2)c1 | 0.2% | -4% | -6% | 13% | 4 | -4% | 5% | 4% | ? | 19%
CCOc1ccc(Nc2nc(Cc3nnc(SCC(=O)NC4CCCCC4)n3C)cs2)cc1 | 0.0% | -18% | 2% | 6% | -1 | -4% | 0% | -35% | -12% | -4%
Cc1ccccc1-n1c(C)cc(/C=N/Nc2ccc([N+](=O)[O-])cn2)c1C | 0.2% | -36% | 1% | -4% | 4 | 0% | 25% | 51% | ? | 2%
CCCN(c1ccccc1F)S(=O)(=O)c1c[nH]c(C(=O)OC)c1 | 0.0% | -6% | -3% | 0% | 11 | -4% | -2% | -22% | 8% | 5%
CCCCN(C(=O)CCC(=O)Nc1cc(C)on1)C(C(=O)NC1CCCC1)c1ccccc1OCC (stereo not given) | -0.6% | 0% | 6% | -8% | 3 | 1% | 0% | -14% | 2% | -18%
O=C(O)CC(c1ccc(F)cc1F)N1Cc2ccccc2C1=O (stereo not given) | 0.5% | 5% | 1% | -23% | 0 | -4% | -1% | -5% | 9% | 6%
CC(C)C(NC(=O)OCc1ccccc1)C(=O)N1CCOCCOCCOCC1 (stereo not given) | 0.1% | 7% | . | 0% | 1 | 2% | 0% | -27% | -11% | 7%
CN1CCN(C(CC(=O)Nc2cccc(O)c2)C(=O)O)CC1 (stereo not given) | -0.1% | . | . | 3% | -2 | . | 1% | . | 15% | 0%
CC(C)CC(OC(=O)c1nsc(Cl)c1Cl)C(=O)NCC1CCCO1 (stereo not given) | -0.3% | -22% | -1% | -4% | 7 | -1% | -2% | 0% | 11% | 0%
CSc1nc2nc3c(cc2c(=O)[nH]1)C(O)Oc1ccc(C)cc1-3 (stereo not given) | 0.5% | 14% | -4% | -1% | -9 | -3% | -3% | -8% | -4% | -6%
CCCCn1c(N)c(N(CCOC)C(=O)CSc2nnc(-c3ccc(F)cc3)n2N)c(=O)[nH]c1=O | 3.8% | -2% | . | 12% | 3 | 0% | 4% | 0% | ? | .
CCN(CC)CCCNC(=O)c1cc2c(-c3cccc(OC)c3)nn(C)c2s1 | -0.9% | -56%[inhibitor] | -49% | 0% | -1 | 0% | -1% | -4% | ? | 9%
COc1cc(C(C)=O)ccc1OC(C)C(=O)Nc1ccc(S(=O)(=O)N2CCCC2)cc1 (stereo not given) | -0.2% | 38% | 8% | -5% | 2 | -4% | -6% | -5% | ? | .
COc1ccccc1NS(=O)(=O)c1ccc(C)c(NS(=O)(=O)c2cc(NC(C)=O)ccc2OC)c1 | . | 12% | 3% | . | . | -9% | . | -5% | . | .
CC1(C)N=C(N)NC(Nc2ccc(Cl)cc2)=N1 | . | ? | 13% | . | . | -5% | . | -4% | . | .
CC1(C)CC(=O)/C(=C(\O)CCCN2C(=O)c3ccccc3C2=O)C(=NCC(=O)O)C1 | -0.6% | -29% | . | 1% | 0 | -1% | -3% | 2% | 7% | 11%
O=C(COC(=O)c1ccc(Cl)nc1)Nc1ccc(N2CCOCC2)cc1 | -0.2% | -10% | -2% | 1% | -2 | -8% | 4% | -3% | 12% | .
COCCCn1c(Cc2csc(Nc3cccc(Cl)c3)n2)nnc1SCC(=O)OC1CCCCC1 | -0.7% | 6% | -1% | -9% | -5 | -3% | 7% | -18% | ? | -4%
COc1cc(C(=S)N2CCOCC2)ccc1OC(=O)c1cc([N+](=O)[O-])c(C)c([N+](=O)[O-])c1 | -0.9% | 14% | -7%[46.1 µM] | 5% | 2 | -3% | -2% | -2% | 1% | 7%

5 compounds from above, sorted by formula weight, low to high.
SMILES | B2AR arrestin | Integrin act MD | TCR activator | A-T KAP1 phos | TRPV1 ag | PTAP TSG101 blk | p53 reactivation | BRCA1 expr act | ELG1 DNA repair | MLL CXXC-DNA inh
CC1(C)N=C(N)NC(Nc2ccc(Cl)cc2)=N1 | . | ? | 13% | . | . | -5% | . | -4% | . | .
CCOC(=O)C/C(N)=N/N(C)c1ncc(C(F)(F)F)cc1Cl | 0.1% | -3% | -1% | 0% | -2 | 1% | -3% | -35% | 7% | 9%
Cc1ccccc1-n1c(C)cc(/C=N/Nc2ccc([N+](=O)[O-])cn2)c1C | 0.2% | -36% | 1% | -4% | 4 | 0% | 25% | 51% | ? | 2%
COc1cc(C(C)=O)ccc1OC(C)C(=O)Nc1ccc(S(=O)(=O)N2CCCC2)cc1 (stereo not given) | -0.2% | 38% | 8% | -5% | 2 | -4% | -6% | -5% | ? | .
CCOc1ccc(Nc2nc(Cc3nnc(SCC(=O)NC4CCCCC4)n3C)cs2)cc1 | 0.0% | -18% | 2% | 6% | -1 | -4% | 0% | -35% | -12% | -4%

Next section
SMILES | B2AR arrestin | Integrin act MD | TCR activator | A-T KAP1 phos | TRPV1 ag | PTAP TSG101 blk | p53 reactivation | BRCA1 expr act | ELG1 DNA repair | MLL CXXC-DNA inh
Cc1cc(Sc2nccn2C)ncc1[N+](=O)[O-] | -0.6% | 18% | 0%[46.1 µM] | 0% | 0 | -3% | -2% | 3% | -4% | 12%
O=C(NCCOc1cccnc1)C1CCC(=O)N(Cc2ccccc2F)C1 (stereo not given) | ? | 12% | 0% | 6% | -1 | -10% | 2% | 2% | -10% | -4%
Cc1ccc(Cc2cc(C)n[nH]c2=O)cc1 | -0.4% | 34% | 0% | 2% | 1 | -7% | 5% | 0% | ? | 1%
COc1ccc(C(=O)N/C(=C\c2cn(C)c3ccccc23)C(=O)NCCCn2ccnc2)cc1OC | 0.4% | -17% | 7% | -2% | 22 | -3% | 4% | 4% | -5% | 0%
CCCN(CCC)C(=O)Cn1c(=O)n(CCCCC(=O)NCc2ccco2)c(=O)c2ccccc21 | -0.2% | -10% | -6% | . | -5 | -10% | -1% | -13% | 10% | -1%
Cc1ccc2c(ccc[n+]2CC(=O)c2ccccc2)c1 | -1.6% | 22% | -6% | 0% | 0 | 0% | -4% | -30% | 0% | ?
CN(c1ccccc1C(=O)O)S(C)(=O)=O | 0.4% | -6% | -4% | 5% | 1 | -4% | 3% | 5% | 1% | -2%
Cc1ccc(S(=O)(=O)N2CC=C(C(=O)NCc3ccccc3)CC2)cc1 | ? | -8% | -6% | 3% | 6 | -1% | -14% | 0% | -3% | 0%
CN(C)c1ccc(/C=N/n2c(-c3cccnc3)n[nH]c2=S)cc1 | -0.1% | 33% | -3% | 0% | 2 | -2% | 17% | 14% | -2% | 2%
O=C(Nc1ccc(F)cc1)NC1CCCCCCC1 | 12% | 42% | 4% | -2% | ? | 1% | 5% | ? | ? | 4%
COc1ccc(OC)c(-n2c(-c3cccc(O)c3)n[nH]c2=S)c1 | -0.1% | 0% | 5% | . | -2 | 0% | 1% | -19% | -2% | -4%
CCC(=O)NCC(c1cccs1)S(=O)(=O)c1ccc(C)cc1 (stereo not given) | 0.0% | ? | 0% | -3% | 5 | -3% | -28% | 0% | 20% | 16%
CC(C)(C)Cc1nnc(NC(=O)c2ccco2)s1 | -0.8% | 19% | -6% | -1% | -1 | -7% | . | 67% | ? | 18%

A few values from the results shown.
Cc1ccc2c(ccc[n+]2CC(=O)c2ccccc2)c1 in Integrin act MD is listed with 22%
CC(C)(C)Cc1nnc(NC(=O)c2ccco2)s1 in PTAP TSG101 blk is listed with -7%

This is a random part of the collection. Share with any hit: about 3.8%.
